# PKM2 act: PKM2 (human) enzyme activation. actives 0.34% (n = 260,000). P14618. Potency, µM (titrated, usually from 57.5 µM), for the others: at the highest dose activation, usual class: activators. purified PKM2, Kinase-Glo ATP luminescence, activation; response scale: 0% is enzyme alone, no compound; also: potency is read from the fitted curve at half-maximal effect; % is scaled to controls: 0 for no effect and ±100 for the full control effect; nearly all actives have a fitted effect of over 55% in size
#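 Purified hPK-M2 (>95% pure) converted ADP (0.1 mM final) to ATP with 0.5 mM PEP in 50 mM imidazole pH7.2, KCl, MgCl2, Tween 20, BSA; 1 h at room temperature. ATP detected by Kinase-Glo luminescence.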
# NPC1 prom act: activators of NPC1 promoter | Huh7 NPC1 promoter luciferase reporter, 24 h | Potency, µM (doses to about 9.22 µM), for inactives: at the top dose activation, usual class: activators | actives 2.4% (n = 320,000);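 also: potency is read from the fitted curve at half-maximal effect; % of control where 0% means no effect; nearly all actives have a fitted effect of over 60% in size; reporter is driven by a mutant NPC1 promoter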
#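 Huh7 reporter cells (NPC1 promoter driving luciferase) are dosed with compound for 24 h at 37 °C, 5% CO2; luciferase detection reagent is then added and luminescence measured after 10 min at ambient temperature.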
# MBNL1-CUG inh: inhibitors of human MBNL1 binding to CUG repeat RNA | Potency, µM (top dose mostly 57.5 µM), without a hit: at the top dose activity change, negative = inhibition, hits mostly inhibitors | TR-FRET MBNL1-His/biotin-(CUG)12 binding, 665/545 ratio | Q9NR56 | actives 0.036% (n = 280,000); active = well fitted inhibition curve with a large enough effect in the signal ratio, with a control signal flat, not every such curve was filed as active; inconclusive = small, poorly fitted or top-dose-only effect, or effect the other way, or a change in a side signal; inactive = no such curve, though single readings can be large or run the other way; the % refers to the signal ratio; also: potency is read from the fitted curve at half-maximal effect; % is scaled to controls: 0 for no effect and ±100 for the full control effect
# Target sequence (Q9NR56 whole entry, looked up): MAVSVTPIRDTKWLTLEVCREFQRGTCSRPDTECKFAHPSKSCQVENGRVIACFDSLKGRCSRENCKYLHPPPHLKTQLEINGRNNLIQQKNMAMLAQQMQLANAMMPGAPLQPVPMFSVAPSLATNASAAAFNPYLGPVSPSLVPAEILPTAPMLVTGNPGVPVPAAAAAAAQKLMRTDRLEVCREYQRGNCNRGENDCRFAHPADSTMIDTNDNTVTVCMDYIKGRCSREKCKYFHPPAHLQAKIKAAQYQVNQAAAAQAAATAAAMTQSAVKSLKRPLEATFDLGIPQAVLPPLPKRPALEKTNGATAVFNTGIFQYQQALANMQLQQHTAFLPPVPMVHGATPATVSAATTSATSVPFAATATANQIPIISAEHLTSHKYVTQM
#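 TR-FRET between His-tagged MBNL1 and biotin-(CUG)12 RNA, detected with Tb anti-His antibody (0.055 ng/ul) and streptavidin-XL665 (5 nM), 60 min at room temperature. Compounds titrated 92 nM to 58 uM; 665/545 nm ratio normalized to buffer and complex controls.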
# RORgamma inh: inhibitors of mouse ROR gamma transcriptional activity; P51450; Drosophila S2 Gal4-RORgamma UAS-luciferase reporter, 20 h; Potency, µM (series often up to 53.6 µM), inactives show at the highest dose activity change, negative = inhibition, usual class: inhibitors; actives 5.4% (n = 310,000); also: potency is read from the fitted curve at half-maximal effect; % is scaled to controls: 0 for no effect and ±100 for the full control effect; nearly all actives have a fitted effect of over 60% in size
#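 Schneider cells (Drosophila), stable Gal4 DBD–ROR gamma + UAS-luc; 1 hr cmpd preincubation; Cu2+ induction 700 uM final; 20 hr ambient; luminescence.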
# Rab9 promoter act: activates the Rab9 promoter | Potency, µM (titrated, usually from 9.22 µM), inactives show top-dose activation, negative = inhibition, actives largely listed as activators | actives 2.8% (n = 320,000) | Huh7 Rab9 promoter-luciferase reporter, luminescence, 24 h; also: potency is read from the fitted curve at half-maximal effect; % of control where 0% means no effect; nearly all actives have a fitted effect of over 60% in size
#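 Promoter activation is measured as luciferase luminescence in Huh7 cells stably transfected with a Rab9 promoter–luciferase construct, following 24 h compound exposure at 37 °C and 10 min reagent incubation at ambient temperature.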
# VP16 counter: Gal4-VP16 reporter inhibition counter-screen | actives 3.5% (n = 310,000) | Potency, µM (doses to about 53.6 µM), without a hit: at the top dose activity, negative = inhibition, usual class: inhibitors | Drosophila S2 Gal4-VP16 UAS-luciferase, luminescence, 20 h;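 also: Gal4-VP16 expression switched on by copper sulfate through the metallothionein promoter; potency is read from the fitted curve at half-maximal effect; % is scaled to controls: 0 for no effect and ±100 for the full control effect; nearly all actives have a fitted effect of over 50% in size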
# Mito fusion yeast: blocks mitochondrial division or promotes mitochondrial fusion; S. cerevisiae fusion-defective mutant growth rescue, CellTiterGlo 48 h; Potency, µM (series often up to 46.1 µM), without a hit: top-dose growth rescue (activation), most hits filed as activators; actives 0.23% (n = 320,000); AID 485298;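 also: potency is read from the fitted curve at half-maximal effect; % of control where 0% means no effect; nearly all actives have a fitted effect of over 45% in size; temperature-sensitive fusion mutants such as fzo1-1 at 37 °C on non-fermentable ethanol glycerol medium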
#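 Temperature-sensitive fusion-defective S. cerevisiae (e.g. fzo1-1, mgm1-5) were grown with compound in YPEG medium (3% ethanol, 3% glycerol) for 48 hours at 37C. Growth rescue was measured as viability by CellTiterGlo luminescence after 10 minutes at ambient.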
# Menin MLL FP TR: displaces Texas Red mutant MLL peptide from human menin | O00255 | Menin + Texas Red MLL mutant peptide, fluorescence polarization | Potency, µM (doses to about 61.6 µM), for the others: at the top dose FP activity change, negative = inhibition, actives largely listed as inhibitors | actives 0.23% (n = 270,000) | AID 1768; active = well fitted inhibition curve with a large enough effect in the polarisation, with a control signal flat, not every such curve was filed as active; inconclusive = small, poorly fitted or top-dose-only effect, or effect the other way, or a change in a side signal; inactive = no such curve, though single readings can be large or run the other way; the % refers to the polarisation; also: potency is read from the fitted curve at half-maximal effect; % of control where 0% means no effect; many of its hits are not listed in these tables
# Target sequence (O00255 whole entry, looked up): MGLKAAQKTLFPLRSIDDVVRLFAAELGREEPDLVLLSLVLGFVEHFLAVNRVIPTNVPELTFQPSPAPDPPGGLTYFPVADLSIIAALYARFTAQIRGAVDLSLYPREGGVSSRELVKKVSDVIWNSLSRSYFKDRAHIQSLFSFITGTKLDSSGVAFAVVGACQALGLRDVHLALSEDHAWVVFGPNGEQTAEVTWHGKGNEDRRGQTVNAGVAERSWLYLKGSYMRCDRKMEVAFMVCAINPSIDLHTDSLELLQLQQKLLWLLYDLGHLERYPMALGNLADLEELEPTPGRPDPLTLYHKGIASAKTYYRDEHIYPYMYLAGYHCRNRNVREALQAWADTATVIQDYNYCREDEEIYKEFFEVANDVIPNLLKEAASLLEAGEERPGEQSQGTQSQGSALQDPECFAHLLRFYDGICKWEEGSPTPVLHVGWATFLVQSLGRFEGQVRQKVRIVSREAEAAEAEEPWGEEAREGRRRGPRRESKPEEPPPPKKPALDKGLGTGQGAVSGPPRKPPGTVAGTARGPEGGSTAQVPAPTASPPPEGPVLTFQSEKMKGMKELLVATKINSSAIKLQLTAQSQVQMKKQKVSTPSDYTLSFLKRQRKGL
# ELG1 DNA repair: inhibitors of ELG1-dependent DNA repair in HEK293T cells. HEK293T ELG1-luciferase reporter, luminescence, 16 h; DNA damage induced by 5-fluorouridine. Potency, µM (top dose mostly 46.1 µM), for inactives: at the top dose activity change, negative = inhibition, usual class: inhibitors. actives 2.3% (n = 330,000); also: potency is read from the fitted curve at half-maximal effect; % is scaled to controls: 0 for no effect and ±100 for the full control effect; nearly all actives have a fitted effect of over 55% in size
#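 In this reporter screen, reduction of luminescence relative to DMSO vehicle indicated activity. Compounds and 5-fluorouridine were added together to 2,000 cells per well, incubated for 16 hr at 37 °C, then developed with ONE-Glo.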
# KCNH2 3.1 inh: KCNH2 3.1 (human) potassium channel inhibition; activity change, % (tested at about 1.8 µM); actives 0.95% (n = 340,000); U2OS KCNH2 3.1, thallium flux FluxOr; active compounds read low;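 active = maximum activity change below -70%; inconclusive = maximum activity change from -70% to -50%; inactive = maximum activity change above -50%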;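 also: thallium influx rate constant from kinetic fluorescence after stimulation buffer; % is scaled to controls: 0 for no effect and ±100 for the full control effect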
#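 We transduce U2OS cells with the mutant 3.1 virus, culture them overnight, load FluxOr with Red40 quencher for 45 min, then add stimulation buffer and read kinetically for 2 min to derive a normalized rate constant.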
# FLuc counter: counter-screen for miR-21 project: firefly luciferase inhibitors or activators; P08659; purified FLuc, Km substrates, luminescence inhibition; Potency, µM (highest dose often 57.5 µM), for inactives: at the highest dose activity change, negative = inhibition, most hits filed as inhibitors; actives 6.9% (n = 360,000); AID 588342;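 also: potency is read from the fitted curve at half-maximal effect; plate controls were vehicle for no effect and reference inhibitor for full effect; nearly all actives have a fitted effect of over 55% in size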
#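 Purified P. pyralis luciferase (10nM final) with 10uM D-luciferin and 10uM ATP (Km levels) in 50mM Tris acetate pH 7.5, 10mM Mg acetate, 0.01% Tween-20, 0.05% BSA; qHTS 6-point titration, ~60 µM downward; luminescence read.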
# The depositor's hits bear a star; u = inconclusive; x = not tested or not shown; [ ] = another dose, or the depositor's remark. Unless noted, calls follow the shape of the dose curve; as a rule, active = well fitted curve in the direction sought with a large enough effect; inconclusive = small, poorly fitted or top-dose-only effect, or another doubt; inactive = no such curve, though single readings can be large; an effect the other way counts as inactive or inconclusive. A portion of the library (hit frequency here may not be typical).
SMILES,PKM2 act,NPC1 prom act,MBNL1-CUG inh,RORgamma inh,Rab9 promoter act,VP16 counter,Mito fusion yeast,Menin MLL FP TR,ELG1 DNA repair,KCNH2 3.1 inh,FLuc counter
O=C(O)c1cccc([N+](=O)[O-])c1C(=O)Nc1cccc2ccccc12,3%,6%,u,u,4%,-22%,-7%,-1%,4%,7,-1%
O=C(CCCOc1ccccc1)Nc1ncccn1,-16%,3%,-5%,-12%,19%,10%,1%,-7%,u,-8,-10%
O=C(NCc1ccncc1)C1CCN(S(=O)(=O)c2ccc(Cl)c(C(F)(F)F)c2)CC1,x,-3%,x,x,0%,x,-3%,x,u,5,1%
COc1ccc(Br)cc1C(C[N+](=O)[O-])c1c(N)n(C)c(=O)n(C)c1=O (centres undefined),4%,-36%[inhibitor],0%,u,-57%[inhibitor],u,-10%,x,14%,-40,-2%
Cc1ccc(NC(=O)CCCC2CCCCC2)c(O)c1,-14%,u,-12%,18%,u,10%,-4%,x,u,2,8.5µM*
NC(=O)c1ccc(NC(=O)COC(=O)/C=C/c2ccc3c(c2)OCO3)cc1,-6%,2%,6%,6%,3%,-17%,-1%,x,6%,3,12µM*
Cc1cc(C)cc(C(=O)OCC(=O)N2CCCC2)c1,0%,4%,-1%,-32%,6%,16%,-1%,-1%,u,9,-3%
CCOc1ccccc1NC(=O)CN(C)S(=O)(=O)c1ccc2[nH]c(=O)oc2c1,x,-3%,-3%,30%,3%,-13%,-1%,x,u,-3,2%
N#C/C(=C/c1ccc(N2CCCCC2)o1)c1cccc(F)c1,u,-2%,6%,7.1µM*,6%,10µM*,-9%,16%,u,1,2.1µM*
O=[N+]([O-])c1cc2c(cc1CN1CCN(c3ccccc3)CC1)OCO2,0%,20%,14%,14%,18%,-1%,-3%,-4%,u,-2,u
COc1ccc(/C=c2\sc3nc(-c4ccccc4OC)nn3c2=O)c(OC)c1,-7%,-3%,-2%,u,2%,u,-1%,12%,4%,3,2%
COc1ccc(/C=C2\SC(=O)N(CCNC(=O)C3CSC4(C)CCC(=O)N34)C2=O)cc1 (centres undefined),x,15%,x,x,17%,x,-3%,x,23%,0,17µM*
CCOC(=O)c1c(-c2ccccc2)csc1NC(=O)CSc1nnnn1C,3.5µM*,8%,-12%,0%,10%,-9%,u,4%,4.1µM*,-5,-2%
Cc1ccc(Cl)cc1NC(=O)CSc1nnc(C)n1-c1ccccc1,-14%,-14%,u,4µM*,-3%,5.6µM*,-8%,-24%,-16%,-8,5%
CS(=O)Cc1cc(Sc2ccccc2)nc(-c2ccncc2)n1 (centres undefined),-2%,-1%,x,u,1%,2%,3%,-2%,10%,4,-3%
O=C(CSc1nnc(-c2ccco2)o1)Nc1cccc([N+](=O)[O-])c1,-4%,0%,11%,13%,2%,-8%,1%,-9%,17%,6,7%
CCOC(=O)C(=O)Nc1nnc(CCc2ccccc2)s1,2%,0%,0%,u,3%,-15%,2%,-26%,-2%,12,0%
CN1CCN(c2ccc(Cl)cc2NC(=O)CN2C(=O)NC(C)(c3ccccc3)C2=O)CC1 (centres undefined),x,-9%,x,x,-14%,x,1%,x,24%,0,8%
CCC(=O)Nc1nc2ccccc2n1Cc1ccccc1,-10%,1%,-3%,0.71µM*,-7%,2.2µM*,-3%,1%,u,1,6%
CCCCNC(=O)c1cc2n(n1)C(C(F)(F)F)CC(c1ccccc1)N2 (centres undefined),5%,-3%,-3%,25%,0%,3%,1%,-3%,-1%,7,-1%
CC(C)(C)OC(=O)NNC(=O)C12CC3CC(CC(C3)C1)C2,-5%,-9%,x,-1%,-6%,-16%,6%,-1%,13%,18,-2%
COc1ccc(Cl)cc1NS(=O)(=O)c1cccc(C(=O)NCC(c2ccco2)N(C)C)c1 (centres undefined),1%,-6%,-3%,-1%,0%,-10%,1%,x,4%,x,-3%
CCOC(=O)C1=C(c2ccccc2)NC(=S)NC1C (centres undefined),0%,-2%,3%,10µM*,-3%,u,-8%,0%,-19%,3,2%
COC(=O)c1ccccc1NC(=O)Nc1ccc(Br)cn1,-2%,21%,-3%,4%,27%,8%,2%,-18%,u,16,-6%
Cc1cc(N2C(=O)C(O)=C(C(=O)c3cc4ccccc4o3)C2c2ccc(Br)cc2)no1 (centres undefined),x,2%,-2%,u,-5%,u,u,x,17%,29,-11%
COc1ccc(CN2CCOCC2)c(C)c1C,5%,-1%,-1%,3%,2%,-3%,-2%,-8%,u,-1,-1%
O=C(COC(=O)CCCN1C(=O)c2cccc3cccc(c23)C1=O)Nc1cccc(Br)c1,11%,1%,x,35%,-1%,-5%,16%,9%,8%,-31,u
CCOC(=O)C(C)On1c(-c2ccccc2)nc2ccc([N+](=O)[O-])cc21 (centres undefined),-13%,u,u,u,u,5%,24%,30%,u,5,-11%[2.3 µM]
O=C(OCCN1C(=O)c2ccccc2C1=O)c1ccco1,10%,-1%,11%,-26%,-7%,23%,-1%,16%,2%,1,-2%
COc1ccc(N2CCN(C(CNC(=O)C(C)(C)C)c3ccco3)CC2)cc1 (centres undefined),2%,-3%,8%,1%,-2%,-1%,5%,3%,-16%,-20,-4%
CC1=NN(C(=O)Cn2ccc([N+](=O)[O-])n2)C(O)(C(F)(F)F)C1 (centres undefined),3%,-1%,13%[11.5 µM],u,-2%,u,5%,0%,-7%,4,2%
CC(C)Cc1nnc(NC(=O)CCC(=O)NC2CCCc3ccccc32)s1 (centres undefined),-17%,1%,-10%,-14%,-1%,-4%,-5%,23%,3%,12,3%
O=C(CN1C(=O)NC2(CCCC2)C1=O)N1CCN(c2ccccc2Cl)CC1,x,20%,x,x,18%,x,0%,x,u,13,-19%
COC(=O)c1scc(S(=O)(=O)C(C)C)c1N/N=C(\C#N)C(=O)c1ccc(Cl)cc1,-2%,-3%,x,-30%,-2%,u,5%,x,13µM*,-14,-2%
O=C(NCCS(=O)(=O)c1ccc(Br)cc1)c1ccccc1Cl,-2%,1%,-2%,43%,5%,-6%,-2%,x,11%,-13,-4%
CCOC(=O)CC1C(=O)NCCN1c1nc2c(C)cccn2c(=O)c1/C=C1\SC(=S)N(C(C)CC)C1=O (centres undefined),3%,-1%,5%,33%,-1%,-24%,14%,x,21µM*,-25,2%

# Single records, as listed above:
# CC(C)Cc1nnc(NC(=O)CCC(=O)NC2CCCc3ccccc32)s1 (centres undefined) in the list: PKM2 act: -17%; NPC1 prom act: 1%; MBNL1-CUG inh: -10%; RORgamma inh: -14%; Rab9 promoter act: -1%; VP16 counter: -4%; Mito fusion yeast: -5%; Menin MLL FP TR: 23%; ELG1 DNA repair: 3%; KCNH2 3.1 inh: 12; FLuc counter: 3%
# O=C(OCCN1C(=O)c2ccccc2C1=O)c1ccco1 in the list: PKM2 act: 10%; NPC1 prom act: -1%; MBNL1-CUG inh: 11%; RORgamma inh: -26%; Rab9 promoter act: -7%; VP16 counter: 23%; Mito fusion yeast: -1%; Menin MLL FP TR: 16%; ELG1 DNA repair: 2%; KCNH2 3.1 inh: 1; FLuc counter: -2%
# COc1ccc(CN2CCOCC2)c(C)c1C in the list: PKM2 act: 5%; NPC1 prom act: -1%; MBNL1-CUG inh: -1%; RORgamma inh: 3%; Rab9 promoter act: 2%; VP16 counter: -3%; Mito fusion yeast: -2%; Menin MLL FP TR: -8%; ELG1 DNA repair: u; KCNH2 3.1 inh: -1; FLuc counter: -1%

# High-throughput results (PubChem BioAssay)
